Screens: PubChem BioAssay, The Scripps Research Institute Molecular Screening Center
ASAP1 GAP inh: ASAP1 ArfGAP inhibition; Q9ULH1; ASAP1-stimulated ARF1 GTP hydrolysis, GDP FP detection; inhibition, % at 16.5 µM; 360,000 tested, 0.19% active; AID 624377; in the data active = inhibition above about 25%;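 also: 0% = vehicle with enzyme and substrate and 100% = no enzyme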
SIAE primary: inhibitors of human sialic acid acetylesterase SIAE; SIAE FP-Rh probe binding, fluorescence polarization; Q9HAT2; 370,000 tested, 0.69% active; inhibition, % at 9.66 µM;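 active = inhibition above a cutoff: mean of compounds within the control limits plus 3 SD of those, cut at about 17% in these data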;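 also: 0% = plate median of compound wells and 100% = probe without SIAE protein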
ADAM10 inh: ADAM10 inhibition, QFRET primary screen; recombinant ADAM10, EDANS/DABCYL FRET peptide cleavage, 3 h; inhibition, % at 7 µM; 370,000 tested, 0.62% active; AID 720582;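 active = inhibition above a per-campaign cutoff equal to the mean of compounds falling between control-based bounds plus 3 SD, cut at about 20% in these data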;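 also: 0% = DMSO wells while the 100% control is not disclosed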
Target sequence (O14672 214-748 limits assumed): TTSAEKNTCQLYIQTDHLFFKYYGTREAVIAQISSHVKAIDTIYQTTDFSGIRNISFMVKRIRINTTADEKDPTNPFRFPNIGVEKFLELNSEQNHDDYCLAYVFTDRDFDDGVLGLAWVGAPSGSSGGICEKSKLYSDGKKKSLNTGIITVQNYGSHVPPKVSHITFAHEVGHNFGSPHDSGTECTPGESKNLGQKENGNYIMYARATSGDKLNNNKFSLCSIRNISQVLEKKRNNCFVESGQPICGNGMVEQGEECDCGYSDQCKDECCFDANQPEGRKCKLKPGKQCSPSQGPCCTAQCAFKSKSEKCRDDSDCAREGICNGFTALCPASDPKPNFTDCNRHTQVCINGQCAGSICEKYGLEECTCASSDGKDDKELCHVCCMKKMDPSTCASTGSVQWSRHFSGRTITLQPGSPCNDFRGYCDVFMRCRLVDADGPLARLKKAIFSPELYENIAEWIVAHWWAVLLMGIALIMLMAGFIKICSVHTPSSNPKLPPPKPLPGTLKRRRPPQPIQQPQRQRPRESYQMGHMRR
ADAM17 inh: ADAM17 inhibition, QFRET primary screen; recombinant ADAM17, EDANS/DABCYL FRET peptide cleavage; P78536; inhibition, % at 6.95 µM; 370,000 tested, 0.83% active;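 active = inhibition above the mean of compounds lying between control limits plus 3 SD, set per campaign, cut at about 8.5% in these data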;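 also: 0% = DMSO-only wells as the low control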
DDE Tn7 FP inh: inhibitors of Tn7 peptide binding to human fibrin DD(E) | P02675 | FP displacement of FITC-Tn7 peptide from fibrin DD(E); 0% = median of compound wells per plate | inhibition, % at 8.3 µM | 370,000 tested, 0.13% active | AID 720508;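 active = inhibition above the mean of compounds falling within the control limits plus 3 SD of them, cut at about 14% in these data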;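 also: 0% = plate median of compound wells and 100% = 10 µM Aha-Tn7 peptide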
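system = human fibrin DD(E) protein | quantity = DD(E) 2 µM final | medium = Tris/NaCl/CaCl2 buffer, pH 7.8 | also added = labelled Tn7 tracer, 0.1 µM | compound dosing = single point at 8.3 µM | timing = compound with protein 10 min, then 3 h after probe, room temperature | signal = FP measurement | benchmarks = Aha-Tn7 high control | repeats = one replicate per compound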
ARFGAP1 inh: inhibits rat ARF GTPase activating protein 1. Arfgap1-stimulated ARF1 GTP hydrolysis, GDP FP detection. 360,000 tested, 0.26% active. AID 651572. Q62848. inhibition, % at 16.5 µM;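 active = inhibition above a per-plate limit, mean inhibition of low control wells plus 3 SD, cut at about 25% in these data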;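 also: 0% = DMSO wells with enzyme and 100% = wells lacking Arfgap1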
Target sequence (Q62848 1-136 limits assumed): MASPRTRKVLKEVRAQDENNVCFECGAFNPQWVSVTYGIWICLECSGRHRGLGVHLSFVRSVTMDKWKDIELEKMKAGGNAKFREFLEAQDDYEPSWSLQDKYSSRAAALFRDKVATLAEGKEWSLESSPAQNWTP
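Material: truncated rat Arfgap1 GAP domain; Incubation: compound-enzyme preincubation 20 min, reaction 120 min, detection 60 min, 25 °C; Read-out: percent inhibition of Arfgap1-stimulated GTP hydrolysis; Technique: FP, GDP Alexa 633 tracer displaced from anti-GDP antibody, 620/688 nm; Controls: No-Arfgap1 wells (100%) versus DMSO full-reaction wells (0%); Replication: single well per compound.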
PLCg1 inh: blocks human PLC-gamma1 enzyme activity; P19174; purified PLC-gamma1, fluorogenic substrate, fluorescence; 370,000 tested, 0.84% active; AID 720700; inhibition, % at 12.2 µM; in the data active = inhibition above about 9.5%
PLC-beta3 inh: PLC-beta3 (human) inhibition, primary screen | Q01970 | Purified PLC-beta3, fluorogenic substrate, fluorescence | inhibition, % at 12.2 µM | 370,000 tested, 0.18% active; in the data active = inhibition above about 11%;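 also: 0% = median of compound wells on plate and 100% = full blocker control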
TDP2 inh: TDP2 (human) inhibition, absorbance primary screen; recombinant TDP2, T5PNP hydrolysis, p-nitrophenol absorbance 415 nm; O95551; AID 720702; inhibition, % at 12.8 µM; 370,000 tested, 0.34% active;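 active = inhibition above the mean of all tested compounds plus 3 SD, set per campaign, cut at about 25% in these data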;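 also: 0% = DMSO with enzyme and 100% = buffer with substrate but no TDP2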
Target sequence (O95551 whole entry, looked up): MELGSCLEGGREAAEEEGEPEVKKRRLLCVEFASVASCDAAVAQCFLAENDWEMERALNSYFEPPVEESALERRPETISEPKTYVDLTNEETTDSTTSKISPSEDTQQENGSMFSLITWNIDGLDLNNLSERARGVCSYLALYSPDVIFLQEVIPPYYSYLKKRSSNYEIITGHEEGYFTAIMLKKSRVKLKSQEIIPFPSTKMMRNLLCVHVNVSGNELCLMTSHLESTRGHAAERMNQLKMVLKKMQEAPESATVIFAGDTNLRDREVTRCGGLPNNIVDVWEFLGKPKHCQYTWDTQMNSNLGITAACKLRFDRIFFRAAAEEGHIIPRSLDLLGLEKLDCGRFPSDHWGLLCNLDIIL
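System – recombinant human TDP2 · Amount – 120 nM TDP2 per well · Buffer or medium – Mg2+-containing Tris-HCl buffer, pH 7.5 · Reagent – T5PNP substrate, 5 mM · Dosing – 12.8 µM single point, 1% DMSO · Incubation – 2 h at 37 °C · Measured by – epi absorbance · Read-out basis – percent inhibition · Benchmarks – high control without enzyme, low control DMSO plus TDP2 · Repeats – singlicate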
DDE Tn6 FP inh: DD(E)-Tn6 binding inhibition, primary FP screen; P02675; Fibrin DD(E) TRITC-Tn6 fluorescence polarization displacement; inhibition, % at 8.3 µM; 370,000 tested, 0.21% active; AID 720509;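 active = inhibition above a per-campaign cutoff: mean of compounds within control limits plus 3 SD, cut at about 15% in these data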;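 also: 0% = median of all compound wells on the plate and 100% = blocking peptide control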
* hit, by the source's call; i = inactive.

entry	Molecule	ASAP1 GAP inh	SIAE primary	ADAM10 inh	ADAM17 inh	DDE Tn7 FP inh	ARFGAP1 inh	PLCg1 inh	PLC-beta3 inh	TDP2 inh	DDE Tn6 FP inh
1	COc1ccc(/C=C/C(=O)Oc2ccc(C)c(C)c2)cc1OC	21.6	-7.3	-36.2	-5.9	4.8	3.0	-17.0	-24.6	-0.4	8.5
2	Cc1ccc(S(=O)(=O)N2CCOCC2)cc1NC(=O)CSc1nnc(N)s1	-6.8	-2.7	7.0	-3.5	7.2	-16.4	-1.3	-6.5	-2.7	2.3
3	CC(Nc1cc(=O)n(C)c(=O)[nH]1)c1ccccc1 (stereo not drawn)	-2.5	4.2	5.8	2.3	-6.5	2.8	4.7	1.5	-12.9	-0.3
4	O=C(Cn1ncc2c1-c1ccccc1OC2)Nc1ccc(S(=O)(=O)N2CCCCC2)cc1	5.4	-45.0	22.4*	10.1*	0.1	6.3	5.3	3.9	-5.2	-14.0
5	O=C(O)C1CCN(C(=O)c2cc(F)cc3c2OCOC3)CC1	4.5	-2.5	1.0	-0.5	-3.1	6.5	1.4	-4.9	-10.9	-3.7
6	CCCCN1CC(O)=C(c2nc3ccccc3[nH]2)C1=N	-0.3	1.2	4.7	-0.2	1.7	-5.8	-4.8	1.2	11.0	-4.1
7	CCS(=O)(=O)n1nc(NCc2cccc(OC)c2)nc1NCc1cccc(OC)c1	0.6	-4.8	12.1	0.1	1.0	7.7	0.1	-2.0	-0.5	4.0
8	COc1cccc(N2CCN(c3ccc4nnc(CCC(=O)Nc5ccc(F)cc5)n4n3)CC2)c1	-7.4	2.0	-7.1	-2.9	1.8	7.7	-2.1	-7.5	18.4	2.8
9	COc1ccc(/C=C/C(=O)NCCn2c(C)cc3ccccc32)cc1OC	4.1	11.1	-7.7	-0.1	-1.3	-4.6	-17.6	-22.6	-4.2	1.6
10	N#Cc1ccc(-c2nc3c4ccccc4ccn3c2Cc2cccc(Cl)c2)cc1	5.2	-8.7	-31.1	-8.1	-1.3	5.8	-32.4	-44.6	2.5	-0.9
11	N#Cc1c(C(F)(F)F)cc(=O)n2c1[nH]c1ccccc12	-17.2	7.1	i	i	2.2	-9.0	i	i	-7.1	-2.1
12	CC(C)CCN1C(=O)c2ccc(C(=O)Nc3ccccc3C(=O)O)cc2C1=O	11.3	-25.5	4.0	0.9	7.5	3.0	-1.4	-6.3	6.6	-6.6
13	COc1ccc(C)cc1S(=O)(=O)N1c2ccccc2CC1C (stereo not drawn)	9.1	7.8	8.3	-5.1	3.4	-4.4	0.3	-2.0	8.6	10.9
14	O=C(O)c1cccnc1NC1CCCC1	0.2	4.5	-15.4	-3.6	9.2	6.0	-3.4	-4.8	3.6	-1.4
15	O=C(Oc1c(CN2CCOCC2)cc(Cl)c2cccnc12)c1ccccc1F	-6.7	2.3	0.1	-5.0	3.3	7.9	-39.5	-62.0	-7.9	3.3
16	CC(C(=O)NN)c1ccc([N+](=O)[O-])cc1 (stereo not drawn)	11.1	-14.9	6.4	-3.5	5.5	-2.7	-2.0	-4.1	-15.8	4.8
17	O=S(=O)(Nc1cccnc1Cl)c1ccc(F)cc1	5.8	-1.8	8.1	-3.6	-0.1	-4.0	2.4	-3.4	-1.3	4.0
18	COc1cccc(-n2nnc3c(=O)n(CC(=O)N4CCC(Cc5ccccc5)CC4)cnc32)c1	-0.3	-2.6	2.4	2.0	0.0	-3.6	-1.1	1.8	-15.7	-3.3
19	Cc1cc(NC(=O)COC(=O)C2CCC(=O)N2)c([N+](=O)[O-])cc1C (stereo not drawn)	10.7	-2.2	-3.4	-4.8	0.2	9.1	1.4	-4.1	-11.6	0.9
20	C=CCN(C(=O)CNC(=O)c1ccco1)C(C(=O)NC1CCCCC1)c1ccc(F)cc1 (stereo not drawn)	7.3	-4.1	6.8	3.8	-0.2	9.1	10.1*	3.9	-23.0	2.8
21	Cc1ccc(S(=O)(=O)NCC(=O)NNC(=O)c2ccc(Br)cc2)cc1C	-13.1	6.4	7.4	1.9	-1.0	-8.6	2.3	6.5	-3.2	0.1
22	O=C(CCn1c(=O)sc2ccccc21)Nc1cccnc1	-15.4	-2.1	-1.3	4.5	-5.7	2.2	7.8	7.5	-14.7	2.4
23	CCc1csc(CNC(=O)C2CCC(=O)N(Cc3cccc(OC)c3)C2)n1 (stereo not drawn)	-6.7	-4.0	-10.7	-3.1	1.5	0.4	2.3	0.4	0.1	2.8
24	CC(OC(=O)c1nc(-c2ccccc2)n(-c2ccccc2)n1)C(=O)Nc1cc(Cl)cc(Cl)c1 (stereo not drawn)	2.0	-53.7	14.6	6.7	-0.7	13.2	-1.0	0.8	1.5	1.4
25	Cc1cccc(NC(=O)c2nc(-c3ccccc3)n(-c3ccccc3)n2)c1C	-14.5	0.2	4.3	-1.5	10.8	2.1	1.4	0.0	4.8	3.1
26	COc1ccc(OC)c(S(=O)(=O)NCCCn2ccnc2)c1	-2.3	-2.3	0.8	-5.1	5.6	15.5	-2.4	-0.8	1.4	-0.2
27	Cc1ccc(C2c3c(n[nH]c3C(C)C)C(=O)N2c2ccccc2)cc1 (stereo not drawn)	-5.4	-1.1	-14.6	5.3	5.3	14.4	2.0	-1.0	-6.4	-6.6
28	Nc1nc(Nc2ccccc2F)nc(N2CCCC2)c1[N+](=O)[O-]	3.0	6.1	5.5	4.3	4.2	-13.2	5.3	-2.1	-12.3	3.0
29	COc1ccc(C2C(C(=O)OCC(=O)N3CCCCC3)CCC(=O)N2c2ccc(OC)cc2)cc1 (stereo not drawn)	4.2	5.6	-6.4	-1.7	1.1	-11.4	1.6	1.7	11.0	1.3
30	COc1ccccc1N1CCN(C(=O)C2CC=CCC2C(=O)O)CC1 (stereo not drawn)	-9.8	17.0	0.2	-5.3	-1.8	-4.8	-0.9	0.0	-2.1	4.7

Continued.
entry	Molecule	ASAP1 GAP inh	SIAE primary	ADAM10 inh	ADAM17 inh	DDE Tn7 FP inh	ARFGAP1 inh	PLCg1 inh	PLC-beta3 inh	TDP2 inh	DDE Tn6 FP inh
31	C=C[C@@H]1c2ccccc2N(S(=O)(=O)c2ccc(C)cc2)[C@H](c2ccc(C(=O)OC)cc2)C1(C#N)C#N	3.4	-2.3	-4.1	-5.2	-3.9	0.1	-2.0	-2.2	7.2	2.9
32	COc1cc(/C=N\NC(=O)c2ccc(-c3ccccc3)cc2)cc(OC)c1OC(C)=O	-2.2	22.9*	0.2	-1.4	-3.4	8.0	-3.2	-3.7	-3.2	-9.4
33	NC(=O)c1ncc(C(F)(F)F)cc1Oc1cccnc1	-4.3	-8.4	-5.7	-3.5	4.5	1.5	0.1	-0.7	-11.5	1.2
34	Cc1ccc(-c2nnn(CC(=O)N(CC(=O)NC3CCCC3)c3ccc(F)cc3)n2)o1	-0.4	9.2	4.7	-0.6	8.7	-5.0	7.3	-1.1	-8.7	3.0
35	CC1CCN(c2nc3c(c(=O)n(C)c(=O)n3C)n2CCSc2nc3ccccc3s2)CC1	-12.6	1.6	-1.2	-1.0	-2.4	-4.8	-0.4	-1.9	1.1	3.8
36	Cc1ccc(OCc2nc(C#N)c(N3CCCCC3)o2)cc1	3.4	-1.8	1.4	-2.2	-9.5	11.1	-1.4	-6.6	6.8	-7.1
37	C/C=C/Cn1c(SCc2ccc(C)cc2)nc2c1c(=O)[nH]c(=O)n2C	-3.1	-4.5	-5.4	-3.4	3.0	3.1	-1.8	1.1	1.9	1.6
38	NC(=O)c1ncn([C@@H]2O[C@H](C(=O)N[C@H](Cc3c[nH]c4ccccc34)C(=O)N3CCN(C(=O)N4CCCCC4)CC3)[C@@H](O)[C@H]2O)n1	8.9	17.2*	-9.8	-4.8	-0.8	-4.7	1.6	3.0	0.6	-4.5
39	CCOc1ccc(CCNC(=O)CSc2cc(=O)n(C)c3cc(Cl)ccc23)cc1OCC	-2.1	0.0	3.8	-4.6	5.5	-4.9	2.9	-2.2	10.2	-2.2
40	Cc1cccc(C)c1OCc1cc(C(=O)N2CCNC(=O)C2)no1	-9.5	1.2	-11.4	2.0	1.9	0.7	1.6	-2.3	10.4	5.3
41	Cc1c(C(=O)N2CCc3ccccc32)oc2c1C(=O)CC(C)(C)C2	-6.7	-2.6	-1.5	-1.7	3.8	2.8	-3.7	-6.2	3.4	6.4
42	COc1ccc(N2C(=O)CS/C2=N\C(=S)Nc2ccccc2)cc1	0.6	-7.2	1.9	1.2	4.2	4.5	-1.1	-6.4	-4.9	5.0
43	COc1ccc2[nH]c3c(c2c1)CNCC3	12.7	1.5	-12.3	-5.8	9.7	9.1	-8.5	-8.1	-4.9	-5.4
44	CCN(CC)C(=S)SCC(=O)Nc1ccc(F)cc1	4.9	-0.4	1.1	-1.8	4.1	-5.6	-1.5	-3.6	2.6	-3.4
45	O=C(NCCN1C(=O)CSC1=O)c1ccccc1	0.9	0.0	-4.6	-4.4	-1.0	4.9	0.9	-3.2	-7.9	4.2
46	Cc1cccc(OCC(=O)Nc2ccc(S(=O)(=O)Nc3onc(C)c3C)cc2)c1C	-17.1	-0.6	6.6	0.1	-4.3	3.2	-1.2	-3.4	-4.4	-1.8
47	COc1ccc(F)cc1S(=O)(=O)N1CCCN(S(=O)(=O)c2cc(F)ccc2OC)CC1	2.6	-5.2	-1.5	0.0	-10.7	3.9	3.8	5.1	-17.3	-4.0

Single records (already shown).
Entry for CC1CCN(c2nc3c(c(=O)n(C)c(=O)n3C)n2CCSc2nc3ccccc3s2)CC1 → ASAP1 GAP inh = -12.6; SIAE primary = 1.6; ADAM10 inh = -1.2; ADAM17 inh = -1.0; DDE Tn7 FP inh = -2.4; ARFGAP1 inh = -4.8; PLCg1 inh = -0.4; PLC-beta3 inh = -1.9; TDP2 inh = 1.1; DDE Tn6 FP inh = 3.8
Entry for Cc1ccc(OCc2nc(C#N)c(N3CCCCC3)o2)cc1 → ASAP1 GAP inh = 3.4; SIAE primary = -1.8; ADAM10 inh = 1.4; ADAM17 inh = -2.2; DDE Tn7 FP inh = -9.5; ARFGAP1 inh = 11.1; PLCg1 inh = -1.4; PLC-beta3 inh = -6.6; TDP2 inh = 6.8; DDE Tn6 FP inh = -7.1
Entry for COc1ccc2[nH]c3c(c2c1)CNCC3 → ASAP1 GAP inh = 12.7; SIAE primary = 1.5; ADAM10 inh = -12.3; ADAM17 inh = -5.8; DDE Tn7 FP inh = 9.7; ARFGAP1 inh = 9.1; PLCg1 inh = -8.5; PLC-beta3 inh = -8.1; TDP2 inh = -4.9; DDE Tn6 FP inh = -5.4
